Screening data deposited in PubChem BioAssay by National Center for Advancing Translational Sciences (NCATS).
HT1080-NT tox: qHTS for induction of synthetic lethality in tumor cells producing 2HG: qHTS for the HT-1080-NT fibrosarcoma cell line; HT-1080-NT fibrosarcoma viability, CellTiter-Glo ATP luminescence, 48 h; Potency, µM (highest dose often 46.1 µM), for the others: at the top dose activity, negative = less viability, most hits filed as cytotoxic; 360,000 tested, 1.6% active;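 further: NT is the 2HG producing partner of a matched IDH1 knockdown line; potency means the concentration at half of the fitted maximal effect; 0% = DMSO-treated cells and -100% = media-only wells without cells; nearly all actives have a fitted effect of over 55% in size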
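Compounds were tested in concentration-response format on HT-1080-NT cells for 48 hours at 37 degrees C. Cell viability came from CellTiter-Glo luminescence; curves were classified by r2, response magnitude and activity.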
IL-1B inflam inh: qHTS for Inhibitors of Inflammasome Signaling: IL-1-beta AlphaLISA Primary Screen; THP-1 LPS/ATP IL-1B secretion, AlphaLISA, 16 h; active compounds read low; activity change, % at 57.5 µM; 360,000 tested, 4.7% active; AID 743279, 2014; in the data active means activity change below about -50%; inconclusive means mostly about -30% to -49%; further: on the % scale 0 is the no-effect control and ±100 the full control effect
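Secreted IL-1B measured by AlphaLISA bead assay after 16 h compound exposure of THP-1 cells; compounds (final up to 57.5 uM) added 1 h before LPS (250 ng/mL) and ATP (1.25 mM) stimulation; lower signal means less secretion.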
KB-V1 MDR tox: qHTS assay for MDR1-selective chemotherapeutics: Primary screen using the drug-selected MDR subline cells KB-V1; Potency, µM (top dose mostly 46.1 µM), for the others: at the highest dose activity change, negative = cytotoxicity, actives largely listed as cytotoxic; KB-V1 MDR cells viability, CellTiter-Glo, 72 h; 400,000 tested, 3.4% active; AID 1347076, 2019; further: potency means the concentration at half of the fitted maximal effect; on the % scale 0 is the no-effect control and ±100 the full control effect; nearly all actives have a fitted effect of over 60% in size
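Cells of the MDR subline KB-V1 are plated, dosed with compound at multiple concentrations, and incubated 72 h at 37 degrees C; CellTiter-Glo is then added and luminescence read after 10 min.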
D3 antag: qHTS of D3 Dopamine Receptor Antagonist: qHTS; D3R cells, DiscoveRx beta-arrestin luminescence, antagonist mode; active compounds read low; max response, negative = inhibition, %; 360,000 tested, 2.5% active; D(3) dopamine receptor (Homo sapiens), P35462; in the data active means max response below about -50%; inconclusive means no clear call, values can overlap the other calls; further: on the % scale 0 is the no-effect control and ±100 the full control effect; mostly tested at two doses, the higher about 12 µM
Target sequence (P35462 whole entry, looked up): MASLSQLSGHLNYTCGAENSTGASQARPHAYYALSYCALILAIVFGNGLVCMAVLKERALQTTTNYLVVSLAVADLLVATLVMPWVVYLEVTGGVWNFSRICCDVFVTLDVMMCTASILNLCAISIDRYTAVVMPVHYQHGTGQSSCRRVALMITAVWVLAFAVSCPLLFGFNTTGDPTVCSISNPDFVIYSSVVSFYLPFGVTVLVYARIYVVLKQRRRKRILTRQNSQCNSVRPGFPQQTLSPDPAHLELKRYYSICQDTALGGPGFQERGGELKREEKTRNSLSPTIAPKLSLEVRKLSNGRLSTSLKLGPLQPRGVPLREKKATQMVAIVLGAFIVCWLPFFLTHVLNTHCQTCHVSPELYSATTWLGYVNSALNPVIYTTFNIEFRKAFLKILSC
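Cells expressing the human receptor were seeded at 1500 cells/well, incubated overnight at 37 degrees C in 5% CO2, then exposed to library compounds with dopamine controls for 90 minutes at 37 degrees C before luminescent detection.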
HT1080 IDH1KD tx: qHTS for induction of synthetic lethality in tumor cells producing 2HG: qHTS for the HT-1080-IDH1KD cell line; HT-1080 IDH1 knockdown viability, ATP luminescence, 48 h; Potency, µM (doses to about 46.1 µM), inactives show at the top dose activity, negative = toxicity, actives largely listed as cytotoxic; 360,000 tested, 2% active; AID 686971, 2013;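 further: potency means the concentration at half of the fitted maximal effect; 0% = DMSO wells and -100% = cell-free medium wells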
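CellTiter-Glo luminescence after 48 h compound exposure at 37 degrees C of IDH1-knockdown HT-1080 cells in 5% FBS RPMI. %Activity scaled between DMSO wells and cell-free media wells, with curves fitted and assigned curve classes.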
SW480 rerep: A quantitative high throughput screen for small molecules that induce DNA re-replication in SW480 colon adenocarcinoma cells; SW480 DNA re-replication, Hoechst DNA content imaging, 48 h; Potency, µM (series often up to 46.1 µM), for inactives: at the highest dose re-replication activation, usual class: activators; 340,000 tested, 1.8% active; AID 624297, 2012; further: potency means the concentration at half of the fitted maximal effect; % of control where 0% means no effect; nearly all actives have a fitted effect of over 55% in size
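250 cells/well; 23 nL cpd via pin tool; 48 hr, 37 C, 5% CO2; Hoechst 40 min; imager read of total nuclear intensity, ex 405/em 500-530 nm.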
KB-3-1 cytotox: qHTS assay for MDR1-selective chemotherapeutics: Primary screen using the parental adenocarcinoma cell KB-3-1 | KB-3-1 viability, CellTiter-Glo ATP luminescence, 72 h | 400,000 tested, 1.4% active | Potency, µM (doses to about 46.1 µM), without a hit: at the top dose activity change, negative = cytotoxic, actives largely listed as cytotoxic | AID 1347075, 2019; further: potency means the concentration at half of the fitted maximal effect; on the % scale 0 is the no-effect control and ±100 the full control effect; nearly all actives have a fitted effect of over 60% in size
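Cytotoxicity in the drug-sensitive parental line KB-3-1 was scored as loss of CellTiter-Glo luminescence following 72 h incubation with compound. Values come from curve fitting of normalized concentration-response data.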
D3 ag: qHTS of D3 Dopamine Receptor Agonist: qHTS | max activation, % | D3R DiscoveRx beta-arrestin cells, luminescence, 90 min | 410,000 tested, 0.58% active; in the data active means max activation above about 30%; further: 0% is about no effect; mostly tested at two doses, the higher about 12 µM
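Cells at 1500/well, incubated overnight, then treated with pinned compounds (dopamine as control) for 90 min at 37 degrees C. DiscoveRx reagent added for 30 - 60 minutes at room temperature; luminescence read.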
GLP-1R agonist: qHTS of GLP-1 Receptor Agonists. 380,000 tested, 0.007% active. HEK293 GLP-1R CRE-luciferase, luminescence, 4-6 h; cells express a hypersensitive GLP-1R form. Potency, µM (top dose mostly 45.6 µM), for the others: at the highest dose activation, usual class: activators; further: potency means the concentration at half of the fitted maximal effect; % of control where 0% means no effect
Target sequence (P43220 whole entry, looked up): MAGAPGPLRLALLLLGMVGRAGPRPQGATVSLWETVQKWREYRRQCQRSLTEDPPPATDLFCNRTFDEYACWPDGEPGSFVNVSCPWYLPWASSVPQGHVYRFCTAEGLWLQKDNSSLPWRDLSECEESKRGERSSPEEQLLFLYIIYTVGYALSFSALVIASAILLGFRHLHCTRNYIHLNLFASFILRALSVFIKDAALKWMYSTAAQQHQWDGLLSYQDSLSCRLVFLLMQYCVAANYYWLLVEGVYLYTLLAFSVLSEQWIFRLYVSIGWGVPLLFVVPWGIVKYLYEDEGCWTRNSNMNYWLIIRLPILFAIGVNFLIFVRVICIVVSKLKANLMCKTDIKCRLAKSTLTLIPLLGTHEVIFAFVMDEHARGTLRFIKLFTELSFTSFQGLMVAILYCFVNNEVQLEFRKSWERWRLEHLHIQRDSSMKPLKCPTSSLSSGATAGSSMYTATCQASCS
* hit, by the source's call; ? = inconclusive; · = not tested or not shown; & = joins results of further samples; [ ] = remark or other dose. Unless noted, the call rests on the fitted dose curve; in most records, active means well fitted curve in the direction sought with a large enough effect; inconclusive means small, poorly fitted or top-dose-only effect, or another doubt; inactive means no such curve, though single readings can be large; an effect the other way counts as inactive or inconclusive.

SMILES | HT1080-NT tox | IL-1B inflam inh | KB-V1 MDR tox | D3 antag | HT1080 IDH1KD tx | SW480 rerep | KB-3-1 cytotox | D3 ag | GLP-1R agonist
CCOc1ccc(N(CC(=O)Nc2ccc(C)cc2C)S(C)(=O)=O)cc1 | 0% | 0 | 0% | 21 | -1% | -1% | 6% | 1 | 7%
Cc1cc(CNC(=O)COC(=O)C2CC3CCCC(C2)C3=O)cc(C)c1O (centres undefined) | 1% | 1 | -12% | 10 | 0% | 4% | 21% | 0 | -1%
CCN(CC)S(=O)(=O)c1ccc(NC(=S)NC(=O)C(C)C)cc1 | -1% | 31 | -26% | -7 | 2% | -9% | 29% | 0 | 19%
COc1ccc(NC(=S)NCc2ccccc2)c(OC)c1 | 19% | -11 | -5% | -1 | 10% | 3% | 0% | 6 | 4%
CSc1ccccc1NC(=O)C(C)N1C(=O)c2ccccc2S1(=O)=O (centres undefined) | -2% | 6 | 0% | -6 | 0% | -3% | 11% | -6 | -9%
CCCCN(C(=O)c1cc(OC)c(OC)c(OC)c1)C1=CC2CCC(C1)N2C (centres undefined) | 2% | 5 | 10% | -7 | 14% | -1% | -2% | -5 | -2%
CCn1nc(NC(=O)COC)c2cc3cc(C)ccc3nc21 | 9% | -4 | -2% | -4 | 7% | 23µM* | -9% | -3 | 3%
OC(COc1c(F)cc(Br)cc1F)CN1CCOCC1 (centres undefined) | -1% | -5 | 4% | 15 | 5% | -4% | 9% | -2 | 0%
O=C(c1cccc(Cl)c1)N1CCC2CC1c1cc(-c3ccccc3)ccc12 (centres undefined) | -4% | 2 | 27% | 0 | -13% | -9%[9.22 µM] | -2% | -14 | -4%
COc1ccc(NC(=O)CN2CCCC2)cc1 | -3% | 2 | -2% | 0 | 6% | 2% | 0% | -2 | 9%
Cc1c(NC(=S)Nc2cccc(Cl)c2)c(=O)n(-c2ccccc2)n1C | 11% | -8 | 1% | -11 | 26% | 4% | 16% | -5 | 7%
Cc1cccc(NC(=S)NC2CCCC2)c1 | 19% | 29 | -4% | -7 | 27% | -5% | -3% | 0 | -2%
O=C(C1=C[C@H](c2ccc3c(c2)OCO3)C[C@H](OCc2ccc(CO)cc2)O1)N1CCOCC1 | 7% | -14 | 4% | 0 | 11% | -7% | 0% | 11 | 12%
COc1ccc(NS(=O)(=O)c2cccc(C(=O)NNC(=O)c3cc(C)oc3C)c2)cc1 | 8% | -9 | 16% | 5 | 1% | -13% | 0% | 1 | 2%
COc1ccc(N2CCN(C(=O)c3ccncc3)CC2)cc1 | 5% | 5 | 6% | 15 | -1% | 2% | 10% | -10 | -14%
COc1ccc([C@H]2/C=C\CN(C(=O)C3CC3)[C@@H](C)C(=O)N2Cc2ccc(F)cc2)cc1 | 9% | 23 | -20% | -13 | 20% | -2% | 5% | -13 | 7%
COc1ccc(S(=O)(=O)NCc2ccc3c(c2)OCO3)cc1C(=O)O | 13% | -10 | 11% | -17 | 5% | -9% | 11% | -6 | -9%
O=C1CCCN2N=C(SCC(=O)Nc3ccc(Cl)cc3)SC2=N1 | 2% | 14 | ? | 3 | -4% | -9% | 14% | -8 | 5%
O=C1C(Nc2ccccc2)=C2CCCC=C2N1c1ccccc1 | 12% | 2 | -6% | 7 | 18% | -4% | 4% | 9 | 7%
Cc1ccc(NC(=O)C2C3CCC(O3)C2C(=O)O)cc1C (centres undefined) | -8% | 46 | 12% | -11 | -9% | -3% | ? | 6 | -1%
C#CCOCCOCCOCCNc1nc(N2CCN(C(=O)[C@H](CCCCN)n3cc([C@@H](N)CC(C)C)nn3)CC2)nc(N2CCN(C(=O)[C@H](CCCCN)n3cc([C@@H](N)CC(C)C)nn3)CC2)n1 | -1% | 16 | 0% | 8 | 7% | 8% | 7% | -1 | -5%
CN1CCSc2ccc(C(=O)NCc3ccccc3)cc21 | 7% | -24 | -7%&3% | -11 | -1% | -1% | -9%&1% | -13&1 | 19%
Cc1cc(NC(=O)Nc2ccccc2[N+](=O)[O-])n(C)n1 | -3% | 2 | 23% | 9 | -5% | -19% | 0% | 4 | 1%
COc1ccc(-c2cc(-c3cccs3)c(C#N)c(SCC(=O)NCc3ccccc3)n2)cc1 | 13% | 6 | 0% | 10 | 4% | 5%[9.22 µM] | 12% | 1 | 0%
COC(=O)[C@@H]1C[C@@H]2CC[C@@H](O)C[C@@H]2N1Cc1ccc(C(F)(F)F)cc1 | 5% | 0 | -1% | 7 | 11% | -2% | 15% | 13 | -2%
New compounds follow:
SMILES | HT1080-NT tox | IL-1B inflam inh | KB-V1 MDR tox | D3 antag | HT1080 IDH1KD tx | SW480 rerep | KB-3-1 cytotox | D3 ag | GLP-1R agonist
CCOC(=O)Cn1c(=NC(=O)C(C)C)sc2c(C)cc(C)cc21 | -18% | 31 | -12% | 18 | -5% | -18% | -1% | 6 | 3%
CC1CCCC/C1=N/Nc1ccc([N+](=O)[O-])cc1[N+](=O)[O-] (centres undefined) | -15% | -2 | -5% | -14 | ? | -1% | -7% | -2 | 6%
Cc1nc2c(OCc3ccc(C(F)(F)F)cc3)cccn2c1N(C)CC1CC1 | 6.5µM* | -19 | -23% | -99* | ? | · | 0% | -28 | -7%
CCCS(=O)(=O)Nc1c(C(=O)O)[nH]c2ccc(OC)cc12 | 23% | 11 | ? | -6 | 25% | -6% | 10% | 2 | 0%
CCOP(=O)(OCC)/C(=N/OC(=O)c1cccc([N+](=O)[O-])c1)C(N)=O | -5% | 1 | 7% | 11 | -10% | -9% | -8% | -6 | 3%
COc1ccc2nc(NC(=O)C(NS(=O)(=O)c3cccs3)C(C)C)sc2c1 (centres undefined) | 5%[9.24 µM] | 6 | 6% | 13 | -5% | 1% | -3% | -11 | -6%
CC1(NC(=O)CSc2nnc(-c3ccco3)n2Cc2ccccc2)CCS(=O)(=O)C1 (centres undefined) | 0% | -18 | 3% | 1 | -2% | -10% | -13% | -10 | -4%
COc1cc2c(-c3ccc4[nH]ccc4c3)c(-c3ccc(C#N)cc3)oc(=O)c2cc1OC | -1% | 9 | -14% | 0 | -1% | 2% | -7% | 8 | 15%
COc1ccc(-c2cc(C(=O)Nc3cc(C)n(Cc4ccc(Cl)cc4)n3)no2)cc1OC | ? | -3 | -4% | 40 | ? | -1% | 3% | 20 | -7%
Cc1ccc(-c2nnn(CC(=O)Nc3ccc4nn(-c5ccccc5)nc4c3)n2)o1 | 13% | -10 | 4% | 2 | -13% | -2%[9.22 µM] | 4% | 2 | 3%
CCN1CCN(c2ncnc3c2cnn3-c2ccc(Cl)cc2)CC1 | -8% | -18 | -17% | -17 | -4% | -13% | -10% | -3 | 5%
CCOC(=O)C1(CCc2ccccc2)CCN(C(=O)CN2CCOC2=O)CC1 | -3% | 11 | ? | -4 | 14% | -6% | 23% | -8 | 21%
Cn1nnnc1SCc1cc(=O)n2ccsc2n1 | 7% | 7 | 1% | -8 | -1% | -1% | 6% | 8 | -7%
O=C(COC(=O)CCC(=O)c1cccs1)NCc1ccco1 | 2% | -2 | 2% | -4 | 3% | -1%[9.22 µM] | 0% | -9 | 14%
COc1ccc(C(=O)NCCNC(=O)c2cnccn2)cc1OC | 1% | 28 | 18% | 11 | -1% | -5% | 20% | -3 | 11%
Cc1ccc(CN2CCN(/N=C/c3ccco3)CC2)c(C)c1 | 3% | ? | -3% | -79* | -3% | 20% | -8% | -3 | 4%
C=CCn1c(SCC(=O)Nc2cc(C)ccc2OC)nnc1-c1ccco1 | -1% | ? | -6% | 18 | -15% | -3% | 17% | 1 | 10%
CCOC(=O)NC(=O)CSc1ccc(C)cc1C | ? | -25 | 2% | 15 | 6% | -4% | 10% | 8 | 4%
Cc1noc(C)c1NC(=O)N(C)C[C@H]1OCc2cnnn2CCCC(=O)N([C@H](C)CO)C[C@H]1C | 4% | 0 | ? | ? | -1% | · | ? | -11 | -4%
COc1ccc(OC(=O)COc2ccccc2C)cc1 | -6% | 31 | -15% | 12 | -18% | -15% | 10% | -16 | -5%
Cc1cc(=O)oc2c3c(cc(OCC(=O)NCc4ccccc4)c12)OC(C)(C)CC3 | -14% | ? | -39% | 5 | -6% | 1% | -3% | 13 | 29%
COc1ccccc1N(CC(=O)Nc1ccc(Br)cc1F)S(=O)(=O)c1cccs1 | -19% | -54* | 0% | -6 | -12% | -45%[inhibitor] | ? | -3 | 10%
c1coc(-c2nnc(-c3cccs3)o2)c1 | 4% | 0 | 19% | 3 | 14% | -2% | -5% | 1 | 3%
O=Cc1c[nH]c2ccc(S(=O)(=O)N3CCOCC3)cc12 | 0% | 5 | 1% | 22 | 7% | -1% | 2% | 0 | 0%
Cc1ccc2nc(-c3ccc(C#N)cc3)c(Cc3cccc(Cl)c3)n2c1 | ? | 0 | 10% | -53* | 26µM* | · | -1% | -14 | -4%
Nc1ncc(C(=O)O)c(-c2ccccc2)n1 | 3% | -4 | 5% | 6 | 7% | -12% | 7% | 0 | -1%
CC1=C(C#N)C(C)C2=C(CC(C)(C)CC2=O)N1 (centres undefined) | 12% | -1 | -4% | -12 | 3% | -2%[9.22 µM] | 12% | -2 | 7%

Part of the list above in a different format.
Value order: HT1080-NT tox | IL-1B inflam inh | KB-V1 MDR tox | D3 antag | HT1080 IDH1KD tx | SW480 rerep | KB-3-1 cytotox | D3 ag | GLP-1R agonist
O=C(COC(=O)CCC(=O)c1cccs1)NCc1ccco1
    2% | -2 | 2% | -4 | 3% | -1%[9.22 µM] | 0% | -9 | 14%
Cc1nc2c(OCc3ccc(C(F)(F)F)cc3)cccn2c1N(C)CC1CC1
    6.5µM* | -19 | -23% | -99* | ? | · | 0% | -28 | -7%

Compounds as they come. Share with any hit: about 12%.
